From PubChem
ROMK mod = human ROMK K+ channel modulation, primary screen. P48048. Tet-inducible ROMK, thallium flux fluorescence; actives lie on both sides. B-score at 10 µM. hit rate 2% among 130,000;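 active = signal ratio slope over the read window, or its plate-corrected B-score, at least 3 SD from the plate mean, either direction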;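 also: B-score of the F/F0 ratio slope over 7 to 12 s after thallium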
PPARg SRC3 recr = promotes SRC-3 coactivator recruitment by human PPARgamma | hit rate 0.26% among 200,000 | biochemical PPARgamma/SRC-3 coactivator recruitment assay | activation, % at 8 µM | AID 731; in the data active = activation above about 23%;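 also: 0% = DMSO and 100% = reference agonist; some compounds past the cut are filed as inactive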
Target sequence (P37231 whole entry, looked up): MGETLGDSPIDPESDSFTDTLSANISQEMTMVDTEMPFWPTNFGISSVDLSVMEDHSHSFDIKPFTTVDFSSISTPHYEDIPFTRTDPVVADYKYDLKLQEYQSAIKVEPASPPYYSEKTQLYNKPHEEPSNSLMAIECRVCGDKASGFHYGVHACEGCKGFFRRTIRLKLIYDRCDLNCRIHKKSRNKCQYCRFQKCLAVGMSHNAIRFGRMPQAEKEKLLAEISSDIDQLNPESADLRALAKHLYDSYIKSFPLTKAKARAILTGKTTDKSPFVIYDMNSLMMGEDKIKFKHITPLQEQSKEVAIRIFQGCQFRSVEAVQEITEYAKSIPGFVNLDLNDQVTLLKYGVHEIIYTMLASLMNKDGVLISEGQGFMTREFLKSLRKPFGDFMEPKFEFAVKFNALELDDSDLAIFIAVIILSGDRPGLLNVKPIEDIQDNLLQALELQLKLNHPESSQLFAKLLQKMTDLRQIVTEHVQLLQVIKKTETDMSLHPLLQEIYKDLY
S1P3 antag = blocks the human S1P3 receptor; inhibition, % at 4.98 µM; CHO S1P3 NFAT-BLA reporter, FRET fluorescence, antagonist mode; Q99500; hit rate 0.27% among 170,000; AID 485;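 active = inhibition above the plate cutoff, the mean inhibition of test wells on that plate plus 3 SD, cut at about 28% in these data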;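 also: cells challenged with S1P at its EC80 of 0.8 µM; blue over green emission ratio from cleaved BLA substrate after 4 h stimulation; 0% = S1P-stimulated wells and 100% = unstimulated DMSO-only wells; some compounds past the cut are filed as inactive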
Target sequence (Q99500 whole entry, looked up): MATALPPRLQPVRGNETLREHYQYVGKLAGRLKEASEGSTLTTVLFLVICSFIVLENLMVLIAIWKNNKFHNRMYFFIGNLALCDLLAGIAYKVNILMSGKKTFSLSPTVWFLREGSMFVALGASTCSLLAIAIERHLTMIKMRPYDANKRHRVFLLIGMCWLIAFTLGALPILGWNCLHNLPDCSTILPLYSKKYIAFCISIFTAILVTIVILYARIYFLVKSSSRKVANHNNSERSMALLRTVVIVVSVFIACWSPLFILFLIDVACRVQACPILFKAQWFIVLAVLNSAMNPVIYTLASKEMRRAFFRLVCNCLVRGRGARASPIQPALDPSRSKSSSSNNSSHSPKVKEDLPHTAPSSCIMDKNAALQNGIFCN
bIAP act = intestinal alkaline phosphatase (bovine) activation; purified bovine IAP, CDP-star luminescence, 30 min; active compounds read high; fold of DMSO-control signal, blank-subtracted; activation factor at 20 µM; hit rate 0.17% among 200,000; AID 1016;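 active = activation factor of 2 or more at 20 µM, a signal rise over negative controls twice the positive control's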
Lmaj promast = Leishmania major promastigote growth inhibition. Leishmania major promastigotes, resazurin fluorescence viability. inhibition, % at 10 µM. hit rate 9% among 200,000. AID 1063; in the data active = inhibition above about 50%;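 also: promastigotes grown with compound for 44 hours at 28 °C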
PPARg SRC2 recr = PPARgamma-driven SRC-2 recruitment agonism | P37231 | PPARgamma LBD-SRC-2 recruitment, biochemical | activation, % at 8 µM | hit rate 0.34% among 200,000 | AID 1032; in the data active = activation above about 22%;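 also: 0% = vehicle and 100% = reference agonist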
SRC2 TRFRET art = TR-FRET artefact, counter-screen to PPARgamma/SRC-2 agonist assay | active compounds read high | TR-FRET ratio at 8 µM | hit rate 0.4% among 200,000; in the data active = TR-FRET ratio above about 2000; also: inactives centre near 1500; reference of the scale not given here
PPARg SRC1 recr = promotes SRC-1 coactivator recruitment by human PPARgamma; P37231; PPARgamma-SRC-1 coactivator recruitment biochemical assay; activation, % at 8 µM; hit rate 0.41% among 200,000; AID 631; in the data active = activation above about 19%;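 also: 0% = DMSO and 100% = reference agonist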
TLR4 MyD88 comp = inhibitors of human TLR4-MyD88 binding; AID 861; O00206+Q99836; inhibition, % at 8.4 µM; HeLa CL3-4 TLR4/MyD88 BLA complementation, FRET ratio; hit rate 0.18% among 200,000; in the data active = inhibition above about 25%;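 also: 0% = vehicle and 100% = reference inhibitor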
DTT redox prof = compounds producing H2O2 with reducing agent – biochemical, NIH compound library profiling, artefact control for MLSCN library redox annotation, primary screen; hit rate 0.03% among 200,000; activation, % at 10 µM; DTT-dependent redox cycling H2O2, phenol red/HRP absorbance; 100% = 100 µM peroxide control, 0% = buffer;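 active = activation of at least 50% relative to the plate's high and low controls in the primary single-dose screen; inactive = activation below 50%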;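 also: compound incubated with DTT at 0.8 mM final as the reducing agent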
bIAP inhibitor = blocks bovine intestinal alkaline phosphatase activity. purified bovine IAP, CDP-star luminescence, 30 min. inhibition, % at 20 µM. 190,000 tested, under 10 active. AID 1019;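 active = over 50% inhibition of intestinal alkaline phosphatase at 20 µM in the single-dose screen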
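Incubation: 30 min reaction at room temperature / Material: purified bovine intestinal alkaline phosphatase (IAP) enzyme / Input: enzyme at 1/65,000,000 dilution / Dosing: 20 µM single dose / Signal: CDP-star luminescence signal / Reagent: CDP-star chemiluminescent phosphatase substrate, 30 µM final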
Active calls of the source: *; . = not tested or not shown.

Order of values – ROMK mod	PPARg SRC3 recr	S1P3 antag	bIAP act	Lmaj promast	PPARg SRC2 recr	SRC2 TRFRET art	PPARg SRC1 recr	TLR4 MyD88 comp	DTT redox prof	bIAP inhibitor
1: O=C(CCN1CCCCC1)c1ccc2c(c1)OCCO2
→ -0.12	1	1	0.9	26	-1	1651	0	7	-10	7
2: COC(=O)c1ccc(CSc2ccc3nnc(-c4ccccn4)n3n2)o1
→ .	8	-6	0.9	0	6	1550	-2	-9	0.2	12
3: COCCNC(=O)CS(=O)Cc1nc(-c2ccccc2C)oc1C (stereo not drawn)
→ .	1	-2	0.9	-2	-6	1480	2	3	0.4	5
4: NC(=O)N1OCC2COc3ccc4ccccc4c3C21 (stereo not drawn)
→ -0.94	0	.	0.9	0	13	1630	0	6	0.3	13
5: Cc1ccc(S(=O)(=O)N2CCC(C(=O)N[C@@H](C)C(=O)NCC3CCCO3)CC2)cc1 (stereo partly drawn)
→ .	0	.	1	-5	8	1645	1	17	-2.3	-3
6: COc1ccc(-c2nn(-c3ccccc3)cc2CN2CCCO2)c(F)c1
→ 0.62	6	-6	1.1	13	5	1501	5	-17	0.1	-6
7: COc1ccc(-c2noc(CCN3C(=O)c4ccccc4C3=O)n2)cc1OC
→ .	-11	13	1	0	-2	1337	3	3	2.8	2
8: CC(=O)Nc1ccc(OCC(=O)c2cc(C)ccc2C)cc1
→ -0.53	-6	.	1	0	-3	1463	-4	14	0.4	2
9: Cc1cccc(/N=C/c2nc(-c3ccccc3Br)oc2O)n1
→ -0.23	5	-7	0.9	-5	7	1640	12	-2	0.3	6
10: N#Cc1ccccc1NC(=O)CSC1=Nc2ccccc2C2CC=NN12 (stereo not drawn)
→ -0.027	-2	-16	1	17	-6	1481	-8	-4	0.6	2
11: COc1ccc(C(=O)Nc2ccc(Cl)cc2C(=O)NCCO)cc1
→ .	-6	4	0.9	0	5	1475	1	-2	0.8	11
12: Cc1ccc(NC(=S)/N=C(\N)Nc2nc(C)c3cc(C)ccc3n2)c(C)c1
→ 1.6	3	10	0.9	15	5	1861	-6	-5	0.0	12
13: CCn1c(SCC(=O)c2ccc(C)cc2)nnc1-c1ccncc1
→ -0.25	1	.	1	-4	0	1592	1	5	0.0	2
14: N=C1C(c2ccccc2)=C(O)CN1c1ccccc1
→ -0.48	0	-8	1.1	-7	4	1441	-6	7	0.5	-12
15: CC(=O)Nc1cccc(-c2nnc(SCC(=O)N3CCCCC3)n2C)c1
→ 1.5	3	-20	1.3	-6	3	1641	11	0	-1.7	-26
16: Cc1ccc(-c2nc(CN(Cc3cnn(C)c3)C(C)C)c(C)o2)o1
→ 0.44	-1	-7	1	3	-2	1583	4	4	-0.7	-1
17: CCOC(=O)Cc1csc(NS(=O)(=O)c2ccc(Br)cc2)n1
→ 0.012	-2	3	1	-8	-3	1467	-5	-1	0.2	-2
18: O=C(NCc1cccs1)c1cc2c(s1)CS(=O)(=O)C2
→ .	-9	-24	0.9	-4	-6	1539	3	10	2.4	15
19: O=C(c1ccc(Cl)c(S(=O)(=O)N2CCc3ccccc3C2)c1)N1CCN(c2ccccc2)CC1
→ .	6	-11	0.9	21	14	1682	-1	-17	0.9	14
20: CC(=O)Nc1cccc(CNCc2cccc(NC(C)=O)c2)c1
→ 0.7	-3	-21	1	1	-8	1386	-4	-3	-1.7	-1

Entries of single compounds, quoted from the list. Order of values: ROMK mod, PPARg SRC3 recr, S1P3 antag, bIAP act, Lmaj promast, PPARg SRC2 recr, SRC2 TRFRET art, PPARg SRC1 recr, TLR4 MyD88 comp, DTT redox prof, bIAP inhibitor
`Cc1ccc(NC(=S)/N=C(\N)Nc2nc(C)c3cc(C)ccc3n2)c(C)c1` is listed with 1.6, 3, 10, 0.9, 15, 5, 1861, -6, -5, 0.0, 12
`N=C1C(c2ccccc2)=C(O)CN1c1ccccc1` is listed with -0.48, 0, -8, 1.1, -7, 4, 1441, -6, 7, 0.5, -12
`O=C(NCc1cccs1)c1cc2c(s1)CS(=O)(=O)C2` is listed with ., -9, -24, 0.9, -4, -6, 1539, 3, 10, 2.4, 15
`CCn1c(SCC(=O)c2ccc(C)cc2)nnc1-c1ccncc1` is listed with -0.25, 1, ., 1, -4, 0, 1592, 1, 5, 0.0, 2

Returning to the listing with the 4 entries that preceded the break.
Order of values – ROMK mod	PPARg SRC3 recr	S1P3 antag	bIAP act	Lmaj promast	PPARg SRC2 recr	SRC2 TRFRET art	PPARg SRC1 recr	TLR4 MyD88 comp	DTT redox prof	bIAP inhibitor
17: CCOC(=O)Cc1csc(NS(=O)(=O)c2ccc(Br)cc2)n1
→ 0.012	-2	3	1	-8	-3	1467	-5	-1	0.2	-2
18: O=C(NCc1cccs1)c1cc2c(s1)CS(=O)(=O)C2
→ .	-9	-24	0.9	-4	-6	1539	3	10	2.4	15
19: O=C(c1ccc(Cl)c(S(=O)(=O)N2CCc3ccccc3C2)c1)N1CCN(c2ccccc2)CC1
→ .	6	-11	0.9	21	14	1682	-1	-17	0.9	14
20: CC(=O)Nc1cccc(CNCc2cccc(NC(C)=O)c2)c1
→ 0.7	-3	-21	1	1	-8	1386	-4	-3	-1.7	-1
21: COc1ccc(CNC(=O)C(C)OC(=O)C23CC4CC(CC(O)(C4)C2)C3)cc1 (stereo not drawn)
→ 1.2	5	-4	1.1	-2	-2	1534	3	6	-0.5	-7
22: COc1cccc(/C=C/C(=O)Nc2ccc3c(c2)OCCO3)c1
→ 1.3	-1	2	0.8	14	8	1705	6	-3	-0.9	21
23: CCCNC(=S)Nc1ccc(Cl)cc1Cl
→ -0.044	5	19	0.9	23	-6	1574	-1	-1	-0.4	7
24: COc1cc(SC)ccc1C(=O)Nc1c(C)cccc1C
→ 0.22	4	0	0.9	27	-2	1589	7	6	0.3	9
25: Cc1nn(C)cc1NC(=O)c1cc2nc(-c3ccco3)cc(C(F)(F)F)n2n1
→ 0.025	3	-37	0.9	-5	10	1465	0	-16	-0.2	7
26: CCc1ccccc1N1CC23C=CC(O2)C(C(=O)OC)C3C1=O (stereo not drawn)
→ .	-14	-6	1.1	4	-9	1513	-1	-10	-0.7	-7
27: COc1ccccc1CN1CCNC(=O)C1CC(=O)NCCC1=CCCCC1 (stereo not drawn)
→ -0.25	7	4	1.1	-4	8	1612	1	-5	-1.2	-6
28: C[C@@H](C(=O)OCC(=O)Nc1cc(S(=O)(=O)N2CCOCC2)ccc1Cl)N1C(=O)C2CCCCC2C1=O (stereo partly drawn)
→ .	1	-3	1	34	-4	1651	-7	5	-0.4	4
29: O=C(NNC(=S)NC(=O)c1sc2ccccc2c1Cl)c1ccc(Cl)cc1
→ 2.1	-2	1	0.9	-4	1	1573	1	12	0.2	6
30: CCN(CC)CCNC(=O)c1ccc(Sc2ccc(C)cc2)c(NC(C)=O)c1
→ 0.62	4	19	1.1	-2	-2	1461	0	1	-1.0	-6
31: OCc1ccc(O)c2ncccc12
→ .	-12	.	1.2	100*	7	1538	2	10	1.7	-17
32: COCCCNC(=O)CC(NS(=O)(=O)c1ccc(F)cc1)c1ccc(OC)cc1 (stereo not drawn)
→ -0.13	-3	.	1	-5	2	1381	-2	-1	0.1	1
33: CN(CCc1cnn(C)c1)Cc1cn(C)nc1-c1ccc2c(c1)OCCO2
→ 0.8	2	-2	1.2	2	0	1451	5	-12	-1.3	-16
34: CCCn1nc(C(=O)OCC(=O)c2c(N)n(C)c(=O)n(C)c2=O)c2ccccc2c1=O
→ -0.18	8	3	0.9	0	7	1578	6	1	1.6	10
35: C[C@H]1CC[C@@]2(O[C@H](CCO)C[C@@H](O)[C@@H]2O)O1
→ .	2	-14	1	-1	0	1512	7	-9	-1.6	2
36: CCN1CCN(C(=O)c2ccc(CN(c3ccc(C)c(C)c3)S(C)(=O)=O)cc2)CC1
→ -0.019	-1	-9	1.1	3	13	1694	0	12	0.1	-13
37: Cc1ccc(S(=O)(=O)Nc2ccccc2/C=N/c2nc3ccccc3n2C(C)C)cc1
→ -0.32	-4	12	0.9	58*	7	1421	-5	5	-0.4	11
38: Clc1ccccc1-c1nn2c(-c3ccncc3)nnc2s1
→ .	-11	27	1	34	3	1474	2	-12	2.9	1
39: Cc1ccc(Cn2c(=N)c(C(=O)NCc3ccco3)cc3c(=O)n4ccccc4nc32)cc1
→ .	5	-14	0.9	27	1	1537	2	9	0.3	12
40: N#Cc1ccc(NC(=S)Nc2ccccc2)cc1
→ 0.4	2	-9	1	62*	2	1735	7	-2	-0.2	3
41: CCCCCc1ccc(S(=O)(=O)NCCc2ccncc2)cc1
→ -1.1	-2	.	0.8	78*	-1	1558	1	-8	0.3	17
